# KKLEB cytotox: reduces viability of KKLEB cystic fibrosis airway cells | KKLEB CF airway cells viability, ATPlite luminescence, overnight; active compounds read low; cells stimulated with P. aeruginosa culture filtrate | activity change (cytotoxicity), % at 5 µM | hit rate 0.36% among 360,000 | AID 602141;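 active = corrected activity change at or below -50% at 5 µM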
# TROY signal inh: TROY signaling inhibition. hit rate 0.98% among 360,000. Q293 LMP1-TROYcd NF-kB luciferase reporter, 4 h. inhibition, % at 10 µM. AID 1347056;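 active = compounds whose plate-normalised and pattern-corrected inhibition of the luciferase reporter signal at the single screening dose is 50% or more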
# TWEAK Fn14 block: inhibitors of TWEAK-Fn14 interaction signaling; hit rate 2% among 360,000; AID 1159606; TWEAK-stimulated Fn14 reporter cells, luciferase luminescence, 8 h; inhibition, % at 10 µM; in the data active = inhibition above about 50%
# TRAIL sens C8: sensitizes caspase-8 expressing cells to TRAIL | NB7+C8 cells + TRAIL, ATPlite viability luminescence | inhibition (viability loss, TRAIL sensitization), % at 10 µM | hit rate 1% among 360,000 | AID 624354;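 active = compounds causing at least 50% loss of cell viability in the single-dose screen, relative to plate controls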
# NR2F2 inh: NR2F2 (human) inhibition, primary screen; HEK293T NGFI-A luciferase reporter, luminescence; inhibition, % at 8.6 µM; hit rate 0.7% among 370,000; P24468; AID 686940;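 active = inhibition above a per-plate cutoff, mean inhibition of test wells between control levels plus 3 SD, cut at about 38% in these data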;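 also: cells cotransfected with COUP-TFII expression vector driving the NGFI-A reporter; 0% = median of COUP-TF2 test wells and 100% = reporter-only cells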
# Target sequence (P24468 whole entry, looked up): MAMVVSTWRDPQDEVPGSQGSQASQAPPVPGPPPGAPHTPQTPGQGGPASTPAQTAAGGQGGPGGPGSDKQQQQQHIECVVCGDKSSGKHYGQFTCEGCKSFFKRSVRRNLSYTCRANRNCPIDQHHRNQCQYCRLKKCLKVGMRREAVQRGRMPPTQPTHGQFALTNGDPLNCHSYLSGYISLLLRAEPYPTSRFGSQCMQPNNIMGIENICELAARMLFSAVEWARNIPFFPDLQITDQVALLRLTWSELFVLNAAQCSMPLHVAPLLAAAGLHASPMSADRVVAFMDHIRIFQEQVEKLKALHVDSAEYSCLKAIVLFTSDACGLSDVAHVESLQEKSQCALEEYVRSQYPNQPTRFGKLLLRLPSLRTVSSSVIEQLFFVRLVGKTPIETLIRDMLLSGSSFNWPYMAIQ
# CF NFkB block: inhibitors of cystic fibrosis induced NF-kB; KKLEB NF-kB-GFP reporter, PAF-induced, GFP fluorescence overnight; inhibition, % at 5 µM; AID 588850; hit rate 0.86% among 360,000;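 active = at least 50% inhibition at 5 µM, scaled per plate between neutral and stimulator controls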;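 also: PAF is a Pseudomonas aeruginosa culture filtrate used as stimulus; plate controls were PAF-stimulated DMSO wells for no effect and unstimulated DMSO wells for full effect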
# NCOA3 inh: inhibitors of human steroid receptor coactivator 3 (SRC3) | Q9Y6Q9 | HEK293 GAL4-SRC3 luciferase reporter, luminescence | inhibition, % at 3.6 µM | hit rate 0.17% among 360,000;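 active = inhibition above a per-campaign cutoff, the mean of all compounds plus 3 SD, cut at about 60% in these data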;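 also: 0% = DMSO-treated cells and 100% = gossypol-treated cells at 36 µM; higher means less SRC3-driven luciferase light from the GAL4 reporter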
# LMP1 NFkB inh: reduces LMP1-driven NF-kappaB luciferase signal | LMP1-induced NF-kappaB luciferase reporter cells, luminescence | hit rate 0.69% among 350,000 | inhibition, % at 12.5 µM; in the data active = inhibition above about 41%;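 also: 0% = neutral control wells and 100% = reference inhibitor control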
# SRC1 inh: human NCOA1 inhibition | Q15788 | HEK293 GAL4-SRC1 luciferase reporter, luminescence | inhibition, % at 3.6 µM | hit rate 0.12% among 360,000;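 active = inhibition above the campaign mean plus 3 SD, with each screening campaign given its own cutoff, cut at about 60% in these data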;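 also: 0% = DMSO treated cells and 100% = gossypol at 36 µM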
# SRC2 inh: inhibits human steroid receptor coactivator 2; Q15596; HEK293 GAL4-SRC2 luciferase reporter, luminescence; inhibition, % at 9 µM; hit rate 0.17% among 370,000; AID 651957;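 active = inhibition above the mean inhibition of all tested compounds plus 3 SD, set per campaign, cut at about 52% in these data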;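 also: 0% = DMSO treated cells and 100% = cells given Gossypol at 36 µM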
# NR5A2 inv ag: inverse agonists of human LRH-1 (NR5A2) | O00482 | HEK293T StAR-luciferase reporter, LRH-1 transfected, 24 h | inhibition, % at 3.6 µM | hit rate 0.13% among 360,000 | AID 602396;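 active = inhibition above the mean inhibition of all tested compounds plus 3 SD, cut at about 73% in these data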;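 also: 0% = DMSO wells and 100% = reporter-only cells lacking LRH-1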
# Target sequence (O00482 whole entry, looked up): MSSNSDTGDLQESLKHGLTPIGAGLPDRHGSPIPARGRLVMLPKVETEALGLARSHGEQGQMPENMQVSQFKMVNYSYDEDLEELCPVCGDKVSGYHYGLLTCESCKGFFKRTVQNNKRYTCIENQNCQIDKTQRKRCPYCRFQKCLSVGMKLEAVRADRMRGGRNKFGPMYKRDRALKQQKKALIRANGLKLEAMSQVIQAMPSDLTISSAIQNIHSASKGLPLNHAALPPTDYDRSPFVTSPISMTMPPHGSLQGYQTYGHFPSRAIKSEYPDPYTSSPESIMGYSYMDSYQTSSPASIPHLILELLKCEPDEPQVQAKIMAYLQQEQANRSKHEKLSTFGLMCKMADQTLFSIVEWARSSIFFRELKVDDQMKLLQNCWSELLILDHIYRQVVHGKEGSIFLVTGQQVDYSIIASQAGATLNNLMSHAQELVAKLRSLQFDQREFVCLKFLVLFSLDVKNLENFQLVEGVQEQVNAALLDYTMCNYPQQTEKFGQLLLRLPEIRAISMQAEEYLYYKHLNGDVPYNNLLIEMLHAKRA
# The depositor's hits bear a star; . = not tested or not shown. Random draw from the library; about 4.2% have a hit in one of these screens.
SMILES,KKLEB cytotox,TROY signal inh,TWEAK Fn14 block,TRAIL sens C8,NR2F2 inh,CF NFkB block,NCOA3 inh,LMP1 NFkB inh,SRC1 inh,SRC2 inh,NR5A2 inv ag
CCc1c(C)nc(SCC(=O)N2CC(C)OC(C)C2)[nH]c1=O (configuration not stated),-12,13,1,-19,-14,13,-31,0,20,-3,-3
O=C(O)c1cccc(Oc2ncnc3sc4c(c23)CCCC4)c1,12,8,-6,2,-21,-11,2,-3,2,-3,-23
O=C(CSc1nc2ccccc2o1)c1ccccc1,-6,-56,2,-2,-18,0,-24,-11,-30,-8,-5
CC(C)N1C(=O)S/C(=C\c2ccc(-c3ccc(Cl)c(C(=O)O)c3)o2)C1=O,-3,-61,18,-3,-17,0,-105,-22,-146,-49,-153
CCOP(=O)(CN(CC)C(=O)c1ccccc1Br)OCC,5,-20,10,1,3,-3,10,3,-4,-42,12
Cc1cn([C@H]2C[C@H](O)[C@@H](CCC(=O)NCCc3ccc4ccccc4c3)O2)c(=O)[nH]c1=O,-7,-2,13,-31,14,-17,9,.,12,-7,3
CCOc1ccccc1CNC(=O)CCNS(=O)(=O)c1ccc2[nH]c(=O)oc2c1,10,5,-15,7,0,-7,-9,5,-9,9,-3
CC(OC(=O)c1cccnc1Cl)C(=O)Nc1ccc2c(c1)OCO2 (configuration not stated),2,5,-15,10,6,2,-19,-3,3,-7,0
Cc1cc(C)cc(N2C(=O)C3C4C=CC(C4)C3C2=O)c1 (configuration not stated),11,6,-1,-6,10,0,9,-3,-19,9,2
CCc1ccccc1NC(=O)Nc1ccsc1C(=O)OC,-7,4,17,0,0,2,-28,6,-12,-20,-10

# Results in NR5A2 inv ag and SRC1 inh, for some of the entries so far:
SMILES | NR5A2 inv ag | SRC1 inh
CCOP(=O)(CN(CC)C(=O)c1ccccc1Br)OCC | 12 | -4
Cc1cn([C@H]2C[C@H](O)[C@@H](CCC(=O)NCCc3ccc4ccccc4c3)O2)c(=O)[nH]c1=O | 3 | 12
CCOc1ccccc1CNC(=O)CCNS(=O)(=O)c1ccc2[nH]c(=O)oc2c1 | -3 | -9

# Single values from above:
# TWEAK Fn14 block result of O=C(O)c1cccc(Oc2ncnc3sc4c(c23)CCCC4)c1 = -6
# TWEAK Fn14 block result of CCc1c(C)nc(SCC(=O)N2CC(C)OC(C)C2)[nH]c1=O (configuration not stated) = 1
# TRAIL sens C8 result of O=C(CSc1nc2ccccc2o1)c1ccccc1 = -2

# The listing continues.
SMILES,KKLEB cytotox,TROY signal inh,TWEAK Fn14 block,TRAIL sens C8,NR2F2 inh,CF NFkB block,NCOA3 inh,LMP1 NFkB inh,SRC1 inh,SRC2 inh,NR5A2 inv ag
CN(C)CCCN(C(=O)c1ccc(S(=O)(=O)N2CCc3ccccc3C2)cc1)c1nc2c(F)cccc2s1,-12,-23,0,4,7,14,0,2,-4,-6,7
O=C(CNC(=O)c1ccc(Br)o1)Nc1ccc(N2CCCCCC2)cc1,-9,21,-13,-3,4,12,-22,-4,-18,-18,-10
Cc1ccc(C)c(S(=O)(=O)Nc2ccc(C(=O)NCC(c3ccco3)N(C)C)cc2)c1 (configuration not stated),3,6,13,-14,-6,3,-6,5,-1,-10,-8
COc1cccc(/C=C/C(=O)Nc2ccc3nc4n(c(=O)c3c2)CCCC4)c1OC,3,7,-33,8,-10,15,-19,12,11,13,10
COc1ccc(N(CC(=O)N/N=C/c2cccc3c2OCCO3)S(=O)(=O)c2ccc(NC(C)=O)cc2)cc1,-5,13,0,-14,-1,-6,13,14,14,17,1
COc1ccc(C2=NN(C(=O)c3ccccc3)C(c3ccc(OC)c(OC)c3)C2)c(OC(C)=O)c1 (configuration not stated),2,-10,7,-1,3,-22,-3,-1,6,-69,-3
CCOC(=O)c1cc2occc2n1CC(=O)NC1CCCCC1C (configuration not stated),7,-11,6,11,8,10,15,1,-13,7,14
CC(OC(=O)Cc1ccccc1F)C(=O)Nc1ccc(Cl)cn1 (configuration not stated),14,5,-2,-8,-7,-10,-1,13,-50,12,-9
COc1ccc(C(C)(O)c2nc(-c3ccccc3C)cs2)cc1 (configuration not stated),1,21,9,15,1,16,0,.,-36,13,29
CCOc1cc(/C=C2\N=C(C)OC2=O)cc(Br)c1OCCc1ccccc1,5,2,0,3,0,10,-39,-7,-9,-22,2
COc1cc(/C=C/C(=O)OCC(=O)Nc2cc(S(=O)(=O)N3CCCC3)ccc2Cl)cc(OC)c1OC,-4,-2,13,-25,1,29,-5,0,3,8,-12
CC1(C)CC(=O)C(CSC(=O)c2ccccc2)C(=O)C1,2,-6,14,-6,1,27,-21,7,-6,-12,16
CCN(CC)S(=O)(=O)c1cc(NS(=O)(=O)c2ccc(Cl)c(C(=O)O)c2)ccc1C,6,1,8,-12,-9,-1,3,-2,-1,20,-5
CC(=O)N/C(=N/c1nc(C)cc(C)n1)Nc1ccc(NC(C)=O)cc1,10,-20,-16,10,27,-15,14,-5,-26,5,-6
CCNC(=O)NC(=O)COC(=O)CCc1nc(=O)c2ccccc2n1C,-6,6,-3,-4,8,3,12,0,7,4,-5
O=C(Nc1ccon1)c1ccc(OC2CCCC2)cc1,3,-64,-8,27,-53,-9,-50,-10,-102,-27,-161
O=c1c(-c2ccccc2)c(O)c2c(n1-c1ccccc1)CCCC2,8,10,17,-4,-12,-1,14,14,9,-4,-11
COc1ccc(C(CNc2ncnc3sccc23)N(C)C)cc1OC (configuration not stated),10,17,-10,-21,-6,-6,3,8,-22,-21,15
CCN(CC)c1ncnc2ccc(Br)cc12,-17,35,50,5,31,71*,51,14,49,29,4
C#CCCOC(=O)N1C2=NC(C(=O)OC)=C(C(=O)OC)[C@@H]3N(CC=C)c4ccccc4[C@]23C[C@H]1C(=O)OC,11,-13,-1,8,-12,-4,-3,-6,-10,-13,2

# Record cards (already shown). Order of values: KKLEB cytotox, TROY signal inh, TWEAK Fn14 block, TRAIL sens C8, NR2F2 inh, CF NFkB block, NCOA3 inh, LMP1 NFkB inh, SRC1 inh, SRC2 inh, NR5A2 inv ag
# Results for O=C(Nc1ccon1)c1ccc(OC2CCCC2)cc1 : 3, -64, -8, 27, -53, -9, -50, -10, -102, -27, -161
# Results for CC1(C)CC(=O)C(CSC(=O)c2ccccc2)C(=O)C1 : 2, -6, 14, -6, 1, 27, -21, 7, -6, -12, 16
# Results for CCN(CC)S(=O)(=O)c1cc(NS(=O)(=O)c2ccc(Cl)c(C(=O)O)c2)ccc1C : 6, 1, 8, -12, -9, -1, 3, -2, -1, 20, -5
# Results for C#CCCOC(=O)N1C2=NC(C(=O)OC)=C(C(=O)OC)[C@@H]3N(CC=C)c4ccccc4[C@]23C[C@H]1C(=O)OC : 11, -13, -1, 8, -12, -4, -3, -6, -10, -13, 2

# Next section:
SMILES,KKLEB cytotox,TROY signal inh,TWEAK Fn14 block,TRAIL sens C8,NR2F2 inh,CF NFkB block,NCOA3 inh,LMP1 NFkB inh,SRC1 inh,SRC2 inh,NR5A2 inv ag
CC(=O)Oc1ccc(C2C3=C(CC(C)(C)CC3=O)Nc3cc4c(cc32)OCCO4)cc1 (configuration not stated),3,12,-21,0,2,0,16,-27,-19,-7,17
O=C(Nc1ccc(Br)cc1)c1ccc(N2C(=O)C3CCCCC3C2=O)cc1 (configuration not stated),-8,2,3,7,-15,-12,-28,3,-35,3,-8
Cc1cccc(NS(=O)(=O)c2csc(C(N)=O)c2)c1,5,0,35,9,11,-11,-6,1,8,2,-4
Cc1cc(Nc2cccc(F)c2)n2c(n1)nc1ccccc12,-30,1,19,-5,-16,9,-10,-19,-10,11,17
OCCNc1nc(SCc2ccccc2)nc2sc3c(c12)CCC3,-27,-1,-1,19,-5,7,-14,-22,-3,0,-9
O=C(CNC(=S)N(Cc1ccccc1)Cc1cccnc1)NC1CCCCC1,1,-18,4,-3,5,0,16,2,1,-18,7
COc1ccc2c(COC(=O)CC3Sc4ccccc4NC3=O)cc(=O)oc2c1 (configuration not stated),1,15,9,-6,5,0,-5,-8,-25,-12,18
CCCCCOc1ccc(C(=O)CCC(=O)N2CCCC2)cc1,-21,-10,-3,0,8,-4,-1,-2,8,0,-8
CCOc1ccc(NC(=S)N(CCc2c(C)[nH]c3ccc(C)cc23)Cc2ccncc2)cc1,-4,-4,-22,4,-2,5,3,-8,2,3,-3
O=C(O)c1ccc(-c2nnc(-c3ccccc3)o2)cc1,-7,-4,29,-8,-48,-6,-52,14,-51,-77,-89

# Some of these compounds in order of the CF NFkB block value, largest number first:
SMILES,TWEAK Fn14 block,NR2F2 inh,CF NFkB block,NCOA3 inh,LMP1 NFkB inh,SRC1 inh,SRC2 inh,NR5A2 inv ag
CCOc1ccc(NC(=S)N(CCc2c(C)[nH]c3ccc(C)cc23)Cc2ccncc2)cc1,-22,-2,5,3,-8,2,3,-3
CC(=O)Oc1ccc(C2C3=C(CC(C)(C)CC3=O)Nc3cc4c(cc32)OCCO4)cc1 (configuration not stated),-21,2,0,16,-27,-19,-7,17
Cc1cccc(NS(=O)(=O)c2csc(C(N)=O)c2)c1,35,11,-11,-6,1,8,2,-4

# Additional results follow:
SMILES,KKLEB cytotox,TROY signal inh,TWEAK Fn14 block,TRAIL sens C8,NR2F2 inh,CF NFkB block,NCOA3 inh,LMP1 NFkB inh,SRC1 inh,SRC2 inh,NR5A2 inv ag
COc1ccc(CCNC(=O)COC(=O)COc2ccc(Cl)cc2)cc1OC,20,0,-15,-7,6,-20,4,4,1,-4,-2
Cc1ccc(OCCNC(=O)c2cc(C(=O)NCCOc3ccc(C)cc3)cc([N+](=O)[O-])c2)cc1,-11,21,10,8,7,-18,11,11,-16,15,-27
Cc1nnc2ccc(-c3ccc(NS(=O)(=O)c4ccccc4)cc3)nn12,8,-5,-3,-8,-57,-43,-24,8,-10,-43,17
O=c1cc(-c2ccccc2)c2ccc(O)c(CN3CCCCC3)c2o1,-4,10,-28,-13,-17,8,16,10,-7,0,3
COc1ccc(C2(C)NC(=O)N(CC(=O)Nc3ccc4c(c3)CCC4)C2=O)cc1OC (configuration not stated),-7,-14,-4,6,7,27,-32,-7,-2,21,-6
CCOC(=O)C1=C(N)Oc2cc(C)[nH]c(=O)c2C1c1ccncc1 (configuration not stated),4,.,76*,-19,12,-1,6,-2,-5,-10,-2
Cc1cnn(Cc2ccccc2)c1N,3,10,3,-17,9,2,-6,-4,7,-1,11
CCOC(=O)N1CCC(N2C(=O)c3ccccc3C2Nc2ccc(S(=O)(=O)N3CCOCC3)cc2)CC1 (configuration not stated),-6,2,-6,5,11,3,0,-4,3,-11,6
CCCn1c(C(O)c2cc(OC)c(OC)c(OC)c2)nc2ccccc21 (configuration not stated),6,-2,6,-13,23,-3,0,8,12,14,7
C[C@H](NC(=O)N1CCn2c1nc1ccccc12)C(=O)NCc1ccco1,0,-4,0,0,0,-7,5,-3,3,-28,3
O=c1[nH]c(=O)n(C2CC(O)C(CO)O2)cc1I (configuration not stated),2,4,8,11,22,4,44,1,23,-27,-96
CC1(c2ccc(Cl)cc2)NC(=O)N(CC(=O)NCCC2=CCCCC2)C1=O (configuration not stated),-5,16,17,-2,-12,-3,-13,-19,-18,3,-19

# Screening data (PubChem BioAssay)
